# Screening results deposited in PubChem BioAssay by several laboratories.
# HTR2A ag: agonists of mouse serotonin 5-HT2A receptor (HTR2A); activation, % at 7.6 µM; CHO-K1 mHTR2A beta-arrestin complementation, luminescence; percent of 30 µM serotonin response; P35363; AID 624169; 360,000 compounds, 0.66% hits;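 active means activation above a run cutoff, the mean activation of all tested compounds plus 3 SD, cut at about 14% in these data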;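 further: 0% = plate median of compound wells and 100% = 30 µM serotonin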
# Target sequence (P35363 whole entry, looked up): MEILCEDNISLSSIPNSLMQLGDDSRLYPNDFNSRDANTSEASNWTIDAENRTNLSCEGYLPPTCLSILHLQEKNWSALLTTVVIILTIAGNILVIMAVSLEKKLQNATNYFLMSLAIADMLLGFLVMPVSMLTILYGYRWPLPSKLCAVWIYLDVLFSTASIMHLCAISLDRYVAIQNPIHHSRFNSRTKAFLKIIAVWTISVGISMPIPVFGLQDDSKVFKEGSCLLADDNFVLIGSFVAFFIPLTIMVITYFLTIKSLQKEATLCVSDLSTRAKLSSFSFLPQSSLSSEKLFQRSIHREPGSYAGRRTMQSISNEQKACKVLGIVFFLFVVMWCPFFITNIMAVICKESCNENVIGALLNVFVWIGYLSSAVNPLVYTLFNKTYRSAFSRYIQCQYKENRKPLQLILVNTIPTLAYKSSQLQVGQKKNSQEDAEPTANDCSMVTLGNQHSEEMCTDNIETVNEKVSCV
# CaV13 ICDI inh: Primary screen for inhibitors of IQ motif and Ca2+-dependent inactivation inhibitor domain binding in CACNA1D, Förster resonance energy transfer in living cells, …. inhibition, % at 12.3 µM. 340,000 compounds, 0.098% hits. HEK cells, CFP/YFP FRET ICDI-IQ, plate reader, 10 min; percent FRET-ratio fall versus neutral wells;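 active means mean replicate inhibition of at least 30% and at least 1% of replicates passing that level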;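 further: 0% = median of the neutral control wells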
# ABCB6 inh 2: human ABCB6 transporter inhibition | Q9NP58 | K562-ABCB6 porphyrin accumulation, flow cytometry, 1 h; hits give low values | fluorescence ratio to DMSO, % at 10 µM | 360,000 compounds, 0.19% hits | AID 602162;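 active means fluorescence ratio to DMSO below 75%, the collection mean minus 3 SD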;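 further: signal is porphyrin accumulated inside mitochondria; 100% equals median channel fluorescence of DMSO control wells; lower ratio means ABCB6 inhibition with less porphyrin fluorescence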
# Cardio protect: modulators protecting cardiomyocytes from myocardial damage. H9c2 cardiomyocytes, H2O2 injury protection, ATPLite, 2 h. protection from H2O2 cell death, % at 20 µM. 360,000 compounds, 0.63% hits. AID 588492;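 active means compounds giving at least 50% protection of heart cells from peroxide-induced death in the single-dose screen, raw or plate-pattern-corrected value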;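 further: 0% = DMSO wells with peroxide and 100% = DMSO wells without peroxide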
# PDI turbidity: blocks human protein disulfide isomerase activity; P07237; PDI insulin aggregation turbidity, A650, 90 min; inhibition, % at 10 µM; 350,000 compounds, 0.052% hits; AID 588391;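 active means mean inhibition across replicates of 30% or more, whatever share of single replicates reach that level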;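 further: absorbance from insulin aggregation driven by PDI reduction with DTT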
# Target sequence (P07237 whole entry, looked up): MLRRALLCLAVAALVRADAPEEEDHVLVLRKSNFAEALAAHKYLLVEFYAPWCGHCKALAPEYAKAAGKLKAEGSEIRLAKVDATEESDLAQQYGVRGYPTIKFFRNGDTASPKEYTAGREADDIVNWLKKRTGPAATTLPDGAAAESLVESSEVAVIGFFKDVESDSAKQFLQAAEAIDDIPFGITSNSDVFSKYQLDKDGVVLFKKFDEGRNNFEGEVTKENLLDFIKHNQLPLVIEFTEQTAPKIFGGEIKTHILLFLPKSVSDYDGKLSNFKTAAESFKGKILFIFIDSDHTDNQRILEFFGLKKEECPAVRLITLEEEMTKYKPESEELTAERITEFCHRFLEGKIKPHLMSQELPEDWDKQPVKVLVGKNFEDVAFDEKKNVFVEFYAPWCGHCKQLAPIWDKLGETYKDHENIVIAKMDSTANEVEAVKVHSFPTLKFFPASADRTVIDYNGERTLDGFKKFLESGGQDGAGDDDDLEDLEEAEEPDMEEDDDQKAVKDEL
# Vif imaging: inhibitors of HIV Vif; HEK293T cells, Vif self-association by quenched fluorescence, imaging, 24 h; inhibition, % at 7.49 µM; 340,000 compounds, 0.35% hits; in the data active means inhibition above about 50%, passing the limit was not always enough; further: some results filed as inactive read as strong as hits
# MC4R ag barr: agonists of human melanocortin 4 receptor (MC4R) beta-arrestin. AID 540308. P32245. activation, % at 8.9 µM. 360,000 compounds, 0.98% hits. U2OS MC4R beta-arrestin complementation, luminescence; percent of melanotan II response, DMSO zero;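 active means activation above a per-plate cutoff, the mean activation of sample wells on that plate plus 3 SD, cut at about 8% in these data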
# Glyco luc inh: N-linked glycosylation inhibition; 360,000 compounds, 0.23% hits; D54 ERlucT glycosylation luciferase reporter, 24 h; percent of 100 nM tunicamycin response; reporter increase, % at 12.5 µM;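 active means mean luciferase reporter signal, scaled so untreated is 0 and the glycosylation-blocking control 100, at or above a set limit in every replicate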;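 further: luciferase carries N-glycosylation sites so blocking glycosylation raises the light; 0% = median of neutral control wells and 100% = median of 100 nM tunicamycin wells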
# aDG glyco up: increases alpha dystroglycan glycosylation | Pro5-aDG cells, alpha-DG glycosylation AlphaScreen (IIH6); 0% Pro5, 100% B10-LARGE cell signal | activation, % at 10 µM | 360,000 compounds, 0.22% hits;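 active means activation of at least 8% versus controls, or a plate z-score of at least 8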;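 further: Pro5 are CHO cells carrying HIG-tagged alpha-DG that lacks glycosylation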
# MC4R antagonist: human MC4R antagonism in cAMP assay. 360,000 compounds, 0.48% hits. MC4R-expressing cells, MTII-stimulated cAMP, LANCE TR-FRET. inhibition, % at 6.5 µM;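 active means inhibition above its plate's cutoff, the mean of tested wells on that plate plus 3 SD, cut at about 29% in these data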;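 further: 0% = Melanotan II alone and 100% = Melanotan II plus saturating MCL0020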
#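 Assay system: U2OS cells stably expressing human melanocortin 4 receptor (MC4R) / Dosing: 6.5 µM / Timing: compound 30 min, challenge 1 h, detection 1 h / Measured by: Eu-cAMP/anti-cAMP TR-FRET, emission 671 nm / Replicates: singlicate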
# The depositor's hits bear a star; · = not tested or not shown; & = joins results of further samples.
SMILES,HTR2A ag,CaV13 ICDI inh,ABCB6 inh 2,Cardio protect,PDI turbidity,Vif imaging,MC4R ag barr,Glyco luc inh,aDG glyco up,MC4R antagonist
Clc1cccc(N2CCNCC2)n1,39*,-4,101,13,2,-2,-0.9,1,2.3,28
Cc1ccc(CN2CCN(Cc3ccccc3F)CC2)cc1,-1,-20,99,2,-3,2,1.5,-2,0.1,4
COc1ccc(C(=O)C2CCCN(CCO)C2)c(C)c1 (centres undefined),-3,-20,96,6,-10,-10,0.9,-4,-0.1,9
CCOC(=O)c1c(C)n(Cc2ccccc2)c2ccc(OCC(O)CN3C(=O)CNC3=O)cc12 (centres undefined),6,-8,97,10,5,0,-0.7,2,0.0,-25
NC(=S)N/N=C/c1coc2ccccc2c1=O,0,-3,100,-3,-5,-2,-2.1,-3,-0.2,3
O=C1CN=C(c2ccccc2)c2c(sc3c2CCCC3)N1,5,-6,97,33,-9,11,-0.8,10,-0.1,2
CC12CN3CN(C1)CC(c1ccccc1)(C3)C2=O,-3,-7,101,-10,-5,-7,-1.0,0,-0.1,7
CCOC(=O)[C@]12Cc3cc(C)ccc3[C@H]1N(C(C)C)C(=O)c1ccccc12,2,-7,107,·,·,·,·,·,0.2,·
COc1cc(OC)cc(C(=O)Nc2ccc(Br)cc2C(=O)c2ccccc2)c1,-1,-4,101,-5,-8,-3,1.9,-2,0.1,7
C=COCCn1c(C)c(C(C)=O)c2cc(O)ccc21,0,-5,95,-12,0,0,-0.6,-1,-0.2,16
O=C(COc1ccc2ccc(=O)oc2c1)N1C[C@H]2C[C@@H](C1)c1cccc(=O)n1C2,-1,·,103,-6,·,-4,-1.7,-1,-0.1,0
CCCCSP1(=S)NCCCO1 (centres undefined),1,·,99,-2,4,-13,0.4,0,0.3,8
O=C(c1ccco1)c1cn(Cc2ccccc2)c2ccccc12,-8,-5,90,-2,-2,3,-1.2,-2,0.9,-6
Cc1cc(OCC(=O)N2CCC(C(=O)O)CC2)c2c3c(c(=O)oc2c1)CCC3,0,·,107,2,·,7,-4.0,2,0.2,13
Cc1ccccc1N1CCN(Cc2ccc3c(c2)OCO3)CC1,-1,-2,97,0,2,-8,-1.4,0,0.2,0
O=S(=O)(c1cc(Cl)cc(Cl)c1)N1Cc2cc(-c3ccccc3)ccc2-n2nncc2C1,2,-6,96,2,·,8,·,-7,0.2,·
C=C[C@H]1CN2CC[C@H]1C[C@@H]2[C@@H](O)c1ccnc2ccccc12,-6,-5,102,-9,-2,2,0.5,5,0.1,8
Cn1c(=O)c2c(nc(N/N=C/c3c(O)n(-c4ccccc4)c(=S)[nH]c3=O)n2C)n(C)c1=O,-2,-3,98,3,-5,11,-4.4,1,0.0,-11
Cc1ccc(N2C(=O)/C(=C/c3ccc(CN(CCC#N)S(C)(=O)=O)o3)C(=O)NC2=S)cc1,11,·,104,5,-1,-5,-0.3,1,-0.1,-5
COc1cccc(NP(=O)(Oc2ccccc2)Oc2ccccc2)c1,8,-5,104,-4,0,-1,-0.8,6,0.1,-28
CN1CCN(C(=O)COc2ccc(N(C)S(=O)(=O)c3ccc(F)cc3)cc2)CC1,0,-7,99,-1,23,-3,-2.3,2,-0.9,0
c1ccc(CCc2ccc3n2Cc2cnnn2-c2ccccc2-3)cc1,-2,-3,94,-28,3,·,0.2,-7,0.2,14
CCN(CC)P(=O)(c1nccn1C)N(CC)CC,5,-4,103,6,-2,19,-2.0,1,0.2,-1
Cc1cc(C)cc(NC(=S)NC2CC3CCCC(C2)N3Cc2cccs2)c1 (centres undefined),-7,-6,94,-9,-2,·,1.0,0,3.0,8
O=[N+]([O-])c1cccnc1N1CCCNCC1,32*,-5,109,0,-2,-5,-1.9,4,0.0,21
C=CCn1c(O)c(/C=N/NC(=O)CCCC)c(=O)[nH]c1=S,-2,-4,100,5,4,-1,-1.0,1,0.1,3
COc1ccc(C(O)P(=O)(Oc2ccccc2)Oc2ccccc2)cc1 (centres undefined),-5,-19,93,-9,-1,-4,0.2,4,0.3,3
Cc1cc(=O)oc2cc(OCC(=O)N3C[C@H]4C[C@@H](C3)c3cccc(=O)n3C4)ccc12,2,·,95,1,·,13,-0.5,4,0.0,4
O=C(CSC1c2ccccc2-c2ccccc21)N/N=C/c1ccc(C(=O)O)cc1,0,4,105,7,-6,-10,0.2,0,0.1,22
CC12CC[C@H]3[C@@H](CCC4(O)C[C@H](O)CCC34/C=N/NC(=O)Cc3ccccc3)C1(O)CCC2C1=CC(=O)OC1 (some centres undefined),7,-2,99,-1,0,-2&19,1.0,3,0.1,-4
O=C(c1ccc2c3c(cccc13)CC2)C1CCCN(Cc2ncc[nH]2)C1 (centres undefined),-7,-4,96,1,12,-4,-1.0,-4,0.3,11
CCN(CC)C(=O)c1ccc(NC(=O)COc2ccc(-c3nn(C)c(=O)c4ccccc34)cc2)cc1,7,-4,96,2,-10,-6,0.8,3,0.0,6
S=C1Nc2ccccc2Sc2ccccc21,-2,0,106,-11,-6,-1,-1.9,-5,0.5,7
O=C(CCn1nc(-c2ccc(Cl)cc2)ccc1=O)N1CCC2(CC1)OCCO2,-1,-6,95,-3,2,1,-1.8,0,-0.1,-1
Cc1ncc([N+](=O)[O-])n1CCOC(N)=O,0,-4,93,7,1,0,-0.2,2,0.2,2
Cc1cc(/C=C2\C(=O)NC(=O)N(c3cccc(Br)c3)C2=O)c(C)n1C,1,-3,101,25,-1,-3,-0.2,3,-0.2,1
CCP(=S)(CC)c1ccc(N(C)C)cc1,-2,-5,105,0,-5,6,-1.8,3,0.1,-1
COc1nc2ccccc2c(=O)n1-c1ccc(C)cc1,2,-7,103,0,-5,5,2.9,-1,-0.1,17
Cc1cc(OC(=O)c2ccco2)c2c3c(c(=O)oc2c1)CCCC3,-1,-6,99,-22,4,-8,-1.1,3,2.2,6
O=C(Cn1c(=S)[nH]c2ccccc2c1=O)N1CCC2(CC1)OCCO2,-4,-4,99,3,-4,19,0.2,2,-0.1,0
CN(C)c1ccc(NC(=O)CN2C(=O)CN=C(c3ccccc3)c3ccccc32)cc1,7,·,101,-1,2,-2,1.0,-2,-0.2,5
CC(C)c1ccc(N=Cc2c(O)n(C3CC3)c(=S)[nH]c2=O)cc1,4,-9,94,-4,-2,14,0.6,1,0.0,-1
CC(=O)N1CCCSC1=Nc1ccccc1,4,5,91,18,5,12,-1.2,-1,-0.1,-2
O=c1c2ccccc2nc(/C=C/c2ccc(O)cc2)n1-c1ccc(O)cc1,-11,-6,99,55*,5,5,1.1,6,-0.1,21
O=c1cc(CN2CC=C(c3ccccc3)CC2)c2c(ccc3ccccc32)o1,-4,-4,108,-2,-5,-4,-1.4,-2,0.0,-2
C=CCn1cc(C=C2C(=O)N(C)C(=O)N(C)C2=O)c2ccccc21,-4,-24,101,20,-35,-14,-2.1,2,0.0,2
Cc1cccc(-n2c(C)nc3ccccc3c2=O)c1C,1,-19,88,4,2,0,-0.9,1,-0.1,1
CCN1C(=O)C(=C/C=C/c2ccco2)C(=O)N(CC)C1=S,-4,-6,126,-1,12,4,-1.2,5,0.0,0

# Full records from above. Values in the order: HTR2A ag, CaV13 ICDI inh, ABCB6 inh 2, Cardio protect, PDI turbidity, Vif imaging, MC4R ag barr, Glyco luc inh, aDG glyco up, MC4R antagonist
# `O=C(Cn1c(=S)[nH]c2ccccc2c1=O)N1CCC2(CC1)OCCO2` is listed as -4, -4, 99, 3, -4, 19, 0.2, 2, -0.1, 0
# `CC(=O)N1CCCSC1=Nc1ccccc1` is listed as 4, 5, 91, 18, 5, 12, -1.2, -1, -0.1, -2

# Continued:
SMILES,HTR2A ag,CaV13 ICDI inh,ABCB6 inh 2,Cardio protect,PDI turbidity,Vif imaging,MC4R ag barr,Glyco luc inh,aDG glyco up,MC4R antagonist
COc1ccc(-n2c(O)c(/C=C/C=Nc3ccccc3)c(=O)[nH]c2=O)cc1,1,-5,107,0,-20,18,0.1,-1,-0.5,-9
COc1cc(C)c(CN2CC=C(c3ccc(F)cc3)CC2)cc1C,-3,-4,96,-13,-4,-6,4.1,0,0.1,-1
COc1ccc(-n2c(/C=C3\C(=O)Nc4ccccc43)nc3ccccc3c2=O)cc1,-2,-7,101,24,-1,2,-0.8,12,-0.8,18
O=C(NCCCn1ccnc1)C(Cl)(Cl)Cl,4,-5,106,7,9,4,-1.9,1,-0.1,4
O=P(Nc1ccccc1Cl)(c1ccccc1)c1nc2c(s1)CCCC2 (centres undefined),0,-5,93,3,5,26,-1.4,-3,-0.2,-4
Cc1cccc(OP(=O)(NCc2ccccc2)Oc2cccc(C)c2)c1,-4,-5,94,-15,3,0,0.6,-6,1.1,14
COc1ccc(Br)cc1CNCCc1ccc2c(c1)OCO2,-5,-13,85,5,0,-1,-3.7,-2,0.4,-3
CCOCCc1c(O)[nH]c(=S)[nH]c1=O,2,8,104,5,4,·,-1.1,-1,0.6,2
O=C1CC(c2ccccc2)CN1 (centres undefined),-1,-29,92,0,3,-10,-2.7,1,0.0,8
COc1cccc(CN2CCCC(C(=O)c3ccccc3SC)C2)c1O (centres undefined),-1,-2,98,2,-13,18,-0.9,-1,-0.1,9
C[C@]12CCC(=O)C=C1C=CC1C2CC[C@@]2(C)C1CC[C@@H]2O (some centres undefined),3,-7,95,2,0,-2,-1.3,-2,0.1,-3
O=[N+]([O-])c1ccccc1CCl,7,·,100,-5,·,-3,-1.4,0,0.0,7
Fc1ccc(CCNCc2ccccc2Cl)cc1,-1,·,92,3,3,9,1.6,2,-0.4,17
N[C@@H](Cc1ccccc1)C(=O)N1C[C@H]2C[C@@H](C1)c1cccc(=O)n1C2,3,·,100,1,·,-14,0.7,1,0.0,-1
COc1ccc(-n2c(=O)[nH]c3ccccc3c2=O)cc1,-6,-5,90,-9,-5,25,-1.7,-1,0.4,7
S=P(N1CCCCCC1)(N1CC1)N1CC1,-1,-5,96,5,-3,18,-1.9,-2,0.2,5
CN(C)C(=O)Oc1ccc(OC(=O)N(C)C)cc1,4,·,95,1,-8,14,0.8,1,-0.1,11
O=C(CCCN1CCC2(CC1)C(=O)NCN2c1ccccc1)c1ccc(F)cc1,-8,-5,93,15,-2,-2,0.9,·,0.0,3
CSCCC(c1nnnn1-c1c(C)cccc1C)N1CCC2(CC1)C(=O)NCN2c1ccccc1 (centres undefined),-1,-8,99,14,·,-2,·,-2,-0.3,·
C=CCN1C(=O)NC(=O)/C(=C/c2ccc(OC)c(COc3ccc(NC(C)=O)cc3)c2)C1=O,4,-15,101,8,-13,2,-1.3,9,-0.1,-4
CN(c1ccccc1)c1ccc([N+](=O)[O-])c2nonc12,-2,-5,102,-4,4,-1,-1.4,-1,0.5,-8
CCOC(=O)C(NC(=O)CCl)(Nc1ccc(C(O)(C(=O)OCC)C(F)(F)F)cc1)C(F)(F)F (centres undefined),3,-3,96,-2,-3,-8,-1.8,10,0.0,4
CCCCn1c(C)c(C(=O)O)c2cc(OC)c3ccccc3c21,1,-2,98,-4,9,-3,-0.3,1,0.0,-2

# These rows are one share of the data; rates above refer to the full screens.
